GLD-1 RNA inh – GLD-1/TGE RNA complex disruptors, primary screen, biochemical, fluorescence polarization; Female germline-specific tumor suppressor gld-1 (Caenorhabditis elegans), Q17339; AID 2280, 2010; 320,000 tested, 0.44% active; inhibition, % at 5.96 µM; purified GLD-1 + fluorescein TGE RNA;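 active means percent inhibition above a per-plate cutoff, the plate mean of test compounds plus 3 SD, cut at about 30% in these data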;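 further: 0% = DMSO wells with GLD-1 and probe and 100% = wells lacking GLD-1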
MCL1-BIM inh – inhibitors of MCL1 binding to BIM-BH3, primary screen, biochemical, fluorescence polarization. GST-MCL1 / FITC-Bim-BH3 fluorescence polarization. inhibition, % at 10.9 µM. 320,000 tested, 0.68% active. AID 2057, 2009;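 active means inhibition above the mean inhibition of all tested compounds plus 3 SD, set per campaign, cut at about 40% in these data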;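 further: 0% = DMSO wells and 100% = unlabeled Bim-BH3 peptide control; higher means more loss of mP so more displacement of Bim peptide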
Fam108B inh – mouse Fam108B serine hydrolase inhibitors, primary screen, counter-screen for RBBP9 inhibitor project, biochemical, fluorescence polarization; recombinant Fam108B, FP-Rh probe fluorescence polarization; inhibition, % at 9.51 µM; 300,000 tested, 0.33% active; AID 1947, 2009;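 active means inhibition above the screen mean inhibition plus 3 SD, computed separately per campaign, cut at about 18% in these data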;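 further: inhibitors lower polarization as less probe binds the enzyme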
GRK2 aptamer HTS – compounds blocking aptamer binding on GRK2 – biochemical, human GRK2, bead flow cytometry, HTS, primary screen | Beta-adrenergic receptor kinase 1 (Homo sapiens), P25098 | FAM-aptamer displacement from GRK2 | inhibition of aptamer binding, % at 10 µM | 330,000 tested, 0.59% active;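 active means inhibition of aptamer binding above 40%, roughly 3 SD of noise, on plates passing a quality check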;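 further: median bead fluorescence of bound FAM aptamer so fluorescent compounds give negative values; no value below 0 was filed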
Target sequence (P25098 whole entry, looked up): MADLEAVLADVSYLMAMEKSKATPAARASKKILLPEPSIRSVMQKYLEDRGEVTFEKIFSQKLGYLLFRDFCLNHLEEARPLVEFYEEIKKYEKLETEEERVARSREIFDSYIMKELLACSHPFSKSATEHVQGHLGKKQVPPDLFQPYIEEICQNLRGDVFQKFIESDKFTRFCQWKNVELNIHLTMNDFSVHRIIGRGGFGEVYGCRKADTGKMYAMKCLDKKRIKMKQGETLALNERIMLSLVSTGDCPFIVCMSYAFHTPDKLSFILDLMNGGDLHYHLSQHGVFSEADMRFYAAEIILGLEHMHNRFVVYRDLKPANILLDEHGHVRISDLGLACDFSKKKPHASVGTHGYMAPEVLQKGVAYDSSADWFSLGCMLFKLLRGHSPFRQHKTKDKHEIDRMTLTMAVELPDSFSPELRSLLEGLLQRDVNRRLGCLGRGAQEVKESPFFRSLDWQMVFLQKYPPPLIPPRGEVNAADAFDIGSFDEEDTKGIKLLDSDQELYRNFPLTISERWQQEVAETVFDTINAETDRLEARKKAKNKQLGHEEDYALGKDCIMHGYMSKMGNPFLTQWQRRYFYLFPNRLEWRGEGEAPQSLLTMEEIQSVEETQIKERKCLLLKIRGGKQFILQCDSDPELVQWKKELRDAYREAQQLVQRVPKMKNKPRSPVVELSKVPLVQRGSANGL
MEX-5 binding – MEX-5 zinc finger RNA-binding disruptors – biochemical, C. elegans, fluorescence polarization, MLPCN library, primary screen; AID 1832, 2009; Zinc finger protein mex-5 (Caenorhabditis elegans), Q9XUB2; MEX-5/FITC-TCR2 RNA binding; active compounds read low; activity score (negative = inhibition of binding), % at 10 µM; 300,000 tested, 0.38% active;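 active means inhibition past about -25% in most replicates, and total fluorescence under double the plate's negative control median, limit read from the data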;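 further: 0% = DMSO and -100% = 5 µM competing unlabeled TCR2 RNA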
VLA-4 inh – inhibition in human VLA-4 binding assay, primary screen, VLA-4 allosteric modulator project, MLPCN library, flow cytometry, VLA-4 expressing cells; Integrin alpha-4 (Homo sapiens), P13612; ligand binding flow cytometry; inhibition, % (about 7 µM as worked out from the volumes in the protocol); 330,000 tested, 0.2% active; in the data active means inhibition above about 50%
AGP1 TOR yeast – modulators of AGP1-GFP expression in yeast TOR pathway, primary screen, cell-based, multiplex flow cytometry, S. cerevisiae, MLPCN library. 3 h; GFP as percent of DMSO wells. GFP response vs DMSO, % at 10 µM. 320,000 tested, 0.02% active;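 active means GFP response relative to DMSO above a set limit, near screen average plus 3 SD, cut at about 150% in these data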;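 further: median GFP channel fluorescence of the gated AGP1 strain per well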
Bcl-xL primary – inhibitors of human Bcl-xL, primary screen, biochemical, fluorescence polarization, HTS; Bcl-2-like protein 1 (Homo sapiens), Q07817; GST-Bcl-xL / FITC-Bim BH3 peptide fluorescence polarization; inhibition, % at 10.9 µM; 320,000 tested, 0.7% active;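 active means inhibition above the mean of all tested compounds plus 3 SD, cutoff set per campaign, cut at about 30% in these data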;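 further: 0% = DMSO wells and 100% = unlabeled Bim-BH3 peptide competitor; inhibitors lower millipolarization by displacing the labeled peptide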
Target sequence (Q07817 whole entry, looked up): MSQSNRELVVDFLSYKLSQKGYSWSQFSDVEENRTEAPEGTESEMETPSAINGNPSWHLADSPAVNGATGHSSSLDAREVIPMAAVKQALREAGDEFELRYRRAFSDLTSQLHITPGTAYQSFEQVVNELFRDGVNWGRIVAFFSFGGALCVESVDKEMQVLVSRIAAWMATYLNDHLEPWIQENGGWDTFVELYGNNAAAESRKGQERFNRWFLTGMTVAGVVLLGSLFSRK
CIT2-GFP yeast – modulators of CIT2-GFP expression in yeast, primary screen, S. cerevisiae, GFP fusion, multiplex flow cytometry, MLPCN library; 320,000 tested, 0.065% active; S. cerevisiae CIT2-GFP strain, 3 h; 100 means same as DMSO wells; GFP response vs DMSO, % at 10 µM;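 active means GFP response relative to DMSO above a set limit, near the screen mean plus 3 SD, cut at about 150% in these data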;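 further: ratio of well median GFP fluorescence to mean of DMSO wells on the plate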
* = called active by the depositor; . = no result given. Random draw from the library, and some 2.2% of all compounds hit somewhere here.

Start of the data: the first 11 compounds as a preview:
1. Cc1cc(-c2n[nH]c(=S)n2/N=C/c2cccs2)n[nH]1
2. CC(C)OC(=O)Nc1ccc2c(c1)N(C(=O)CCN(C)C)c1ccccc1CC2
3. CCOc1cccc(C(=O)Nc2cccc(-c3nc4ncccc4o3)c2C)c1
4. O=C(CSc1n[nH]c(=O)n1-c1ccccc1)N1CCOCC1
5. CCOP(=O)(c1ccc(N(C)C)cc1)C(O)c1cc(OC)c(OC)c(OC)c1 (centres undefined)
6. CC(=O)c1cccc(NC2c3ccccc3C(=O)N2Cc2ccc3c(c2)OCO3)c1 (centres undefined)
7. CC(C)N1C(=O)S/C(=C\c2ccc(-c3ccc(Cl)c(C(=O)O)c3)o2)C1=O
8. COCCCn1c(=NC(=O)c2ccncc2)c(C#N)cc2c(=O)n3cccc(C)c3nc21

entry no.	1	2	3	4	5	6	7	8
GLD-1 RNA inh	9	3	-8	-6	5	-2	-2	19
MCL1-BIM inh	-14	4	9	-4	10	2	17	39
Fam108B inh	-1	-1	-1	-4	-1	2	-1	4
GRK2 aptamer HTS	1	4	3	1	0	0	25	0
MEX-5 binding	0.5	3.2	0.2	0.7	-2.1	1.1	-1.1	2.7
VLA-4 inh	33	10	-6	6	3	7	4	-8
AGP1 TOR yeast	95	98	93	97	100	98	104	80
Bcl-xL primary	-19	4	4	0	7	5	2	41*
CIT2-GFP yeast	103	103	85	102	94	107	106	102

9. CCc1onc(C)c1C(=O)O
10. CCn1c(SCC(=O)N2c3ccccc3CCc3ccccc32)nc2c1c(=O)n(C)c(=O)n2C
11. CCOC(=O)C1CCN(C/C=C/c2ccccc2)CC1

entry no.	9	10	11
GLD-1 RNA inh	2	2	.
MCL1-BIM inh	-4	-1	.
Fam108B inh	-3	-1	.
GRK2 aptamer HTS	2	1	2
MEX-5 binding	-1.7	1.8	2.3
VLA-4 inh	10	-7	2
AGP1 TOR yeast	115	90	105
Bcl-xL primary	-1	3	.
CIT2-GFP yeast	108	99	101

Results, from the start:
1. Cc1cc(-c2n[nH]c(=S)n2/N=C/c2cccs2)n[nH]1
2. CC(C)OC(=O)Nc1ccc2c(c1)N(C(=O)CCN(C)C)c1ccccc1CC2
3. CCOc1cccc(C(=O)Nc2cccc(-c3nc4ncccc4o3)c2C)c1
4. O=C(CSc1n[nH]c(=O)n1-c1ccccc1)N1CCOCC1
5. CCOP(=O)(c1ccc(N(C)C)cc1)C(O)c1cc(OC)c(OC)c(OC)c1 (centres undefined)
6. CC(=O)c1cccc(NC2c3ccccc3C(=O)N2Cc2ccc3c(c2)OCO3)c1 (centres undefined)

entry no.	1	2	3	4	5	6
GLD-1 RNA inh	9	3	-8	-6	5	-2
MCL1-BIM inh	-14	4	9	-4	10	2
Fam108B inh	-1	-1	-1	-4	-1	2
GRK2 aptamer HTS	1	4	3	1	0	0
MEX-5 binding	0.5	3.2	0.2	0.7	-2.1	1.1
VLA-4 inh	33	10	-6	6	3	7
AGP1 TOR yeast	95	98	93	97	100	98
Bcl-xL primary	-19	4	4	0	7	5
CIT2-GFP yeast	103	103	85	102	94	107

7. CC(C)N1C(=O)S/C(=C\c2ccc(-c3ccc(Cl)c(C(=O)O)c3)o2)C1=O
8. COCCCn1c(=NC(=O)c2ccncc2)c(C#N)cc2c(=O)n3cccc(C)c3nc21
9. CCc1onc(C)c1C(=O)O
10. CCn1c(SCC(=O)N2c3ccccc3CCc3ccccc32)nc2c1c(=O)n(C)c(=O)n2C
11. CCOC(=O)C1CCN(C/C=C/c2ccccc2)CC1
12. CCC(C)Oc1ccc(/C=C/c2[nH]c(=O)[nH]c(=O)c2[N+](=O)[O-])cc1OC (centres undefined)

entry no.	7	8	9	10	11	12
GLD-1 RNA inh	-2	19	2	2	.	7
MCL1-BIM inh	17	39	-4	-1	.	0
Fam108B inh	-1	4	-3	-1	.	2
GRK2 aptamer HTS	25	0	2	1	2	0
MEX-5 binding	-1.1	2.7	-1.7	1.8	2.3	-11
VLA-4 inh	4	-8	10	-7	2	-3
AGP1 TOR yeast	104	80	115	90	105	103
Bcl-xL primary	2	41*	-1	3	.	7
CIT2-GFP yeast	106	102	108	99	101	120

13. CCN(CC)CCCNC(=O)/C(=C\c1cccn1C)NC(=O)c1cccs1
14. COc1ccccc1N1C(=O)c2ccc(C(=O)Nc3nccs3)cc2C1=O
15. CCNC(=O)C(=O)Nc1ccc([N+](=O)[O-])cc1
16. CC(C)NCC(O)COc1ccc(Br)cc1 (centres undefined)
17. O=C(COC(=O)c1ccncc1)Nc1ccccc1
18. O=C(CSC(=S)N1CCCCC1)c1ccccc1

entry no.	13	14	15	16	17	18
GLD-1 RNA inh	1	8	-3	-2	-5	-4
MCL1-BIM inh	7	-9	7	7	-3	-3
Fam108B inh	0	0	-1	-1	2	0
GRK2 aptamer HTS	0	0	6	0	0	0
MEX-5 binding	1.3	0.1	-0.3	1.3	1.4	-0.6
VLA-4 inh	3	1	4	-1	16	0
AGP1 TOR yeast	101	104	107	99	100	95
Bcl-xL primary	1	3	3	1	-7	-3
CIT2-GFP yeast	101	97	115	104	94	70

19. O=C(Nc1ccccc1N1CCN(C(=O)c2ccccc2)CC1)c1ccccc1Cl
20. Cn1cc(C(=O)NC2C3CC4CC(C3)CC2C4)cn1 (centres undefined)
21. Cc1cc(C)n(CCNC(=O)c2cc(COc3ccc(F)cc3Cl)on2)n1
22. CC(Oc1ccc(F)cc1)C(=O)Nc1cc(S(=O)(=O)N2CCOCC2)ccc1N1CCN(C)CC1 (centres undefined)
23. Cc1ccc(NC2CCCN(C(=O)c3snnc3C)C2)cc1C (centres undefined)
24. Cc1onc(-c2c(F)cccc2Cl)c1C(=O)NCCN1CCNC1=O

entry no.	19	20	21	22	23	24
GLD-1 RNA inh	0	4	4	-10	-1	3
MCL1-BIM inh	0	-8	1	-25	0	15
Fam108B inh	3	7	-1	1	1	-1
GRK2 aptamer HTS	0	0	3	0	0	4
MEX-5 binding	0.0	.	1.3	0.1	-1.4	0.6
VLA-4 inh	6	-13	6	-11	-3	-3
AGP1 TOR yeast	100	101	100	110	97	108
Bcl-xL primary	4	0	0	-12	3	4
CIT2-GFP yeast	96	100	101	97	91	102

25. COc1ccc(C(=O)NCc2ccccn2)cc1[N+](=O)[O-]
26. COc1ccc(C(=O)N2CCN(C(=O)c3ccco3)CC2)cc1OC
27. CCCOCCc1nnc(N)s1
28. COc1ccc(OCC(=O)N2CCN(C(=O)c3cccc4ccccc34)CC2)cc1
29. COc1ccc(/C=C/C(=O)OCC(=O)c2ccccc2F)cc1
30. Cc1cc(C)n2nc(-c3ccccc3)cc2n1

entry no.	25	26	27	28	29	30
GLD-1 RNA inh	3	0	-1	3	5	8
MCL1-BIM inh	-3	6	4	-1	.	-1
Fam108B inh	1	6	1	-4	.	4
GRK2 aptamer HTS	2	0	3	2	0	0
MEX-5 binding	-1.4	1.0	-0.4	0.6	.	1.0
VLA-4 inh	-4	12	-12	-38	6	17
AGP1 TOR yeast	97	97	101	102	101	94
Bcl-xL primary	4	-1	1	2	.	3
CIT2-GFP yeast	95	94	107	103	106	86

31. O=C(NCCCn1ccnc1)c1ccc(NS(=O)(=O)c2ccc(Cl)c(Cl)c2)cc1
32. O=C(Nc1ccc(CN2CCCCC2)cc1)c1sc2ccccc2c1Cl
33. O=C1CC(N(CCc2ccccc2)C(=S)Nc2cc(Cl)ccc2Cl)C(=O)N1c1c(Cl)cccc1Cl (centres undefined)
34. CCn1cc(C(=O)NCCc2ccccc2C)c(=O)c2ccc(C)nc21
35. O=C(O[C@H]1[C@H](Cc2ccccc2)NS(=O)(=O)[C@H]2C[C@@H]3C=C[C@]12O3)c1ccc([N+](=O)[O-])cc1
36. O=c1[nH]c(=S)c2c(n1-c1ccccc1)CCC2

entry no.	31	32	33	34	35	36
GLD-1 RNA inh	2	2	-6	.	-1	1
MCL1-BIM inh	8	-4	-7	.	-1	6
Fam108B inh	0	-3	-56	.	.	-1
GRK2 aptamer HTS	0	0	5	2	0	0
MEX-5 binding	1.2	2.4	2.6	0.9	.	-0.7
VLA-4 inh	2	18	6	0	0	4
AGP1 TOR yeast	112	102	102	101	98	105
Bcl-xL primary	4	5	0	.	0	6
CIT2-GFP yeast	113	99	94	104	103	100

37. Nc1c(C(=O)N/N=C/c2ccc(F)cc2)oc2nc(-c3ccccc3)cc(-c3ccco3)c12
38. O=c1c2ccccc2nnn1CSc1nnc(-c2ccc3c(c2)OCO3)o1
39. Cc1cc(=O)c2n(Cc3ccccc3Cl)nc[n+]2[nH]1
40. O=[N+]([O-])c1cc(N=Nc2ccc3ccccc3c2)ccc1O
41. CN(CC(=O)Nc1ccccc1Cl)C(=O)COC(=O)c1cc(S(=O)(=O)N(C)C)ccc1N1CCCC1
42. Cc1ccc2c(c1)cc(CN(C(=O)N1CCOCC1)C1CCCC1)c1nnnn12

entry no.	37	38	39	40	41	42
GLD-1 RNA inh	-30	-1	2	1	-1	2
MCL1-BIM inh	-31	0	0	5	-2	-2
Fam108B inh	-2	-1	1	22*	1	1
GRK2 aptamer HTS	0	3	0	25	0	0
MEX-5 binding	.	-0.1	-1.2	2.6	-0.4	1.0
VLA-4 inh	-23	-3	20	7	3	-4
AGP1 TOR yeast	101	108	98	100	106	97
Bcl-xL primary	-17	-2	3	1	1	-3
CIT2-GFP yeast	93	108	97	102	106	104

43. COc1ccc(C(=O)NC(=S)Nc2cc(C)ccn2)cc1[N+](=O)[O-]
44. Cc1ccc(C)c(OCC(=O)Nc2ccc(N3CCOCC3)cc2N2CCOCC2)c1
45. CC(=O)N1c2ccccc2C(C)CC12CCCCC2 (centres undefined)
46. Cc1cccc(NC(=O)c2ccc(COc3ccc4ccccc4c3)o2)n1
47. COC(=O)C1=C(C)NC(=O)/C1=C\N(C)C
48. Cc1cnc(NC(=O)c2cccc(S(=O)(=O)N3CC(C)OC(C)C3)c2)s1 (centres undefined)

entry no.	43	44	45	46	47	48
GLD-1 RNA inh	6	6	-1	-2	68*	-2
MCL1-BIM inh	0	4	5	10	105*	-2
Fam108B inh	-6	.	1	-4	4	-3
GRK2 aptamer HTS	3	3	0	3	8	0
MEX-5 binding	-1.2	.	0.1	1.6	-6.6	1.7
VLA-4 inh	-1	14	-2	2	-3	20
AGP1 TOR yeast	89	93	95	103	106	97
Bcl-xL primary	1	-5	7	4	91*	1
CIT2-GFP yeast	85	88	89	122	106	91

49. Fc1ccc(Nc2nc(N3CCOCC3)nc(N3CCOCC3)n2)cc1
50. CC(=O)/C(=N\Nc1ccc(C)cc1)Sc1nncn1C
51. COC(=O)c1scc(C)c1NC(=O)CC1NCCNC1=O (centres undefined)
52. COc1ccc(S(=O)(=O)NCc2cccnc2)cc1C(=O)N1CCCCC1

entry no.	49	50	51	52
GLD-1 RNA inh	3	0	7	3
MCL1-BIM inh	11	7	7	6
Fam108B inh	-2	2	2	-1
GRK2 aptamer HTS	1	0	0	4
MEX-5 binding	-2.5	-0.7	1.1	0.2
VLA-4 inh	11	5	26	7
AGP1 TOR yeast	100	70	107	93
Bcl-xL primary	6	4	5	2
CIT2-GFP yeast	97	83	108	93

Compound activity as filed in PubChem BioAssay.
